Screens as filed in PubChem BioAssay.
LDHA block – LDHA (human) enzyme inhibition. purified LDHA, NADH/diaphorase-resazurin fluorescence; active compounds read low. activity change, % (values are at about 110 or 230 µM). actives 0.15% (n = 480,000). AID 1347041; in the data active = activity change below about -30%; inconclusive = mostly about -25% to -30%;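 note: plate controls were DMSO wells for no effect and wells without enzyme for full effect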
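Remaining NADH was detected by diaphorase (0.133 mg/mL) converting 37 µM resazurin to fluorescent resorufin, read at 0 and 20 minutes. The preceding 5-minute room-temperature reaction used 2 nM LDHA, 0.2 mM sodium pyruvate and 0.06 mM NADH at pH 7.4.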
RGS4 inhibitor – inhibitors of human regulator of G protein signaling 4; P49798; Transcreener GDP fluorescence polarization, RGS4-accelerated GTP hydrolysis; Potency, µM (highest dose often 114 µM), for the others: at the highest dose activity change, negative = inhibition, usual class: inhibitors; actives 0.039% (n = 390,000); AID 504845; note: potency is the fitted concentration of half-maximal effect; % is set by controls: 0 for no effect and ±100 for the full control effect; nearly all actives have a fitted effect of over 75% in size; some results filed as inactive show a strong effect at the top dose
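MLSMR compounds (23 nl, pin-transferred) preincubated 10 min at room temperature with a 500nM (2x) first reagent, then RGS4 at 900nM (2x) plus Transcreener GDP mix added; fluorescence polarization (620/688 nm) read before and after 90 min at 30 °C.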
POLH inh – blocks human DNA polymerase eta activity | Q9Y253 | recombinant Pol eta, fluorescent DNA replication assay | Potency, µM (series often up to 114 µM), inactives show at the highest dose activity change, negative = inhibition, actives largely listed as inhibitors | actives 1.2% (n = 390,000) | AID 588591; note: potency is the fitted concentration of half-maximal effect; % is set by controls: 0 for no effect and ±100 for the full control effect
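Fluorescent replication assay: 50 nM final substrate added after a 15 min room-temperature compound preincubation with 10 nM enzyme. Signal taken at 0 min and again at 10 min.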
12-LOX inh – blocks human arachidonate 12S-lipoxygenase; actives 1.1% (n = 580,000); purified 12hLO, xylenol orange hydroperoxide absorbance; Potency, µM (titrated, usually from 108 µM), for inactives: at the highest dose activity change, negative = inhibition, actives largely listed as inhibitors; P18054; note: potency is the fitted concentration of half-maximal effect; % is set by controls: 0 for no effect and ±100 for the full control effect
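Purified human 12hLO (150 nM final) in 25 mM Hepes, 0.01% Triton X-100, pH 7.0 was preincubated 15 min at room temperature with compound. Then 40 uM arachidonic acid was added, 30 min. Hydroperoxide was read by Fe-XO absorbance ratio 573/405 nm.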
APEX1 inh – inhibitors of human APE1 endonuclease; recombinant APE1, TAMRA/BHQ-2 abasic DNA cleavage fluorescence; P27695; Potency, µM (series often up to 65.8 µM), for the others: at the top dose activity change, negative = inhibition, usual class: inhibitors; AID 2517; actives 0.35% (n = 350,000);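 note: potency is the fitted concentration of half-maximal effect; plate controls were vehicle for no effect and reference inhibitor for full effect; nearly all actives have a fitted effect of over 55% in size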
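Incision of a quenched TAMRA/BHQ-2 THF abasic-site duplex (50 nM) by 0.75 nM APE1, after 15 min compound preincubation, measured as fluorescence increase over three 60 s reads. Values normalized to buffer, DMSO and NSC13755 control wells.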
Apoferritin bind – candidate novel general anesthetic via apoferritin binding. P02791. apoferritin/1-aminoanthracene competitive binding, fluorescence. Potency, µM (series often up to 77.5 µM), inactives show at the top dose activity change, negative = displacement, hits mostly inhibitors. actives 0.074% (n = 350,000); note: potency is the fitted concentration of half-maximal effect; % is set by controls: 0 for no effect and ±100 for the full control effect; nearly all actives have a fitted effect of over 20% in size
Target sequence (P02791 2-175 limits assumed): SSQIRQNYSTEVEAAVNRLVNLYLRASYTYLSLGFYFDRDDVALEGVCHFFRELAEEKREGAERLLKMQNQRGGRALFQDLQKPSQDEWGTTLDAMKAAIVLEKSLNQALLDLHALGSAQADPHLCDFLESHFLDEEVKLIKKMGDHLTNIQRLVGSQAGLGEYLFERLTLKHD
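Concentration-response curves derived by four-parameter Hill fitting of normalized fluorescence, where compounds displaced 1-AMA from 10 uM horse apoferritin following a brief 10 min room-temperature incubation; propofol titration acted as positive control.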
Pol beta inh – DNA polymerase beta (human) inhibition. P06746. Pol beta primer extension/strand displacement, fluorescence kinetic. Potency, µM (doses to about 114 µM), for inactives: at the highest dose activity change, negative = inhibition, most hits filed as inhibitors. actives 1.3% (n = 340,000); note: potency is the fitted concentration of half-maximal effect; % is set by controls: 0 for no effect and ±100 for the full control effect
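10 nM enzyme + cpd, 15 min RT; start with substrate 50 nM final; read 0 min and after 10 min RT. Corrected, normalized data; 4-parameter Hill curve fit.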
ERG-DNA inh – ERG Ets/DNA interaction inhibition | P11308 | fluorescence polarization, His-ERG Ets domain / labelled DNA | Potency, µM (series often up to 76.9 µM), for inactives: top-dose FP activity, negative = inhibition, actives largely listed as inhibitors | actives 0.028% (n = 370,000) | AID 624246; active = well fitted inhibition curve with a large enough effect in the polarisation, with a control signal flat; inconclusive = small, poorly fitted or top-dose-only effect, or effect the other way, or a change in a side signal; inactive = no such curve, though single readings can be large or run the other way; the % refers to the polarisation;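 note: polarization taken with two DNA probes labelled with fluorescein and Texas red; potency is the fitted concentration of half-maximal effect; % of control where 0% means no effect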
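His-tagged ERG Ets domain (1 uM in the protein solution; 300mM KCl, 50mM Tris-HCl, 1mM EDTA, 1mM DTT, pH 7.5) received compound, then a probe mix of 5 nM fluorescein-DNA and 100nM Texas-615-DNA. Fluorescence polarization was read for both dyes.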
Pol kappa inh – blocks human DNA polymerase kappa activity. Q9UBT6. purified Pol kappa, fluorescent DNA synthesis assay, 10 min. Potency, µM (doses to about 107 µM), for inactives: top-dose activity, negative = inhibition, actives largely listed as inhibitors. actives 0.53% (n = 400,000). AID 588579; note: potency is the fitted concentration of half-maximal effect; % is set by controls: 0 for no effect and ±100 for the full control effect
Target sequence (Q9UBT6 whole entry, looked up): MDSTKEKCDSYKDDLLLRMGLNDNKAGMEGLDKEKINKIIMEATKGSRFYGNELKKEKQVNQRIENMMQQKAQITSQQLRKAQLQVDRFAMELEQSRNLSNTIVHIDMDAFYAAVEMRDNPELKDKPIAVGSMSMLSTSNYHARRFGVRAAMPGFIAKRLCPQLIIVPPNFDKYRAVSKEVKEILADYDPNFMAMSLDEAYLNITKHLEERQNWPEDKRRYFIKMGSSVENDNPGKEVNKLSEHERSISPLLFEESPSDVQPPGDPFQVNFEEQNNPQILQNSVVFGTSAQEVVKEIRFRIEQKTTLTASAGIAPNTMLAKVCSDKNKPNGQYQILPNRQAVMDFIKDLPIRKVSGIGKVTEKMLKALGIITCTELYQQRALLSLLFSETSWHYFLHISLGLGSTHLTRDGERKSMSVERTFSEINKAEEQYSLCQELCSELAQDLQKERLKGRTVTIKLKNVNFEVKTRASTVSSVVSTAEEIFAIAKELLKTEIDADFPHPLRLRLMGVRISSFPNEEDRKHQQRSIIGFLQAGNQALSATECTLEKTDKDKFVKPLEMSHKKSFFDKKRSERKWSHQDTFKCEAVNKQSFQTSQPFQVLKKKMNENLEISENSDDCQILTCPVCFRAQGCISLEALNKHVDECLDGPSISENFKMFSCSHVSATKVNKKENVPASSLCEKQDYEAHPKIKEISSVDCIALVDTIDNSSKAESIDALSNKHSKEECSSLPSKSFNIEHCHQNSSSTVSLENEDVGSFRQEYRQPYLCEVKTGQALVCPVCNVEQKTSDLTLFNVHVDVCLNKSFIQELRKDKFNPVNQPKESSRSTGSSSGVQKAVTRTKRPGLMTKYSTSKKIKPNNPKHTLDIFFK
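10 nM Pol kappa preincubated 15 min at room temperature with compounds, then reaction started with substrate at 50 nM final. Fluorescence read kinetically at 0 and 10 min; buffer-only wells served as negative control.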
Starred values were filed as active, the others as inactive; ? = inconclusive; · = not tested or not shown; & = joins results of further samples; [ ] = another dose, or the depositor's remark. Unless noted, calls come from the whole dose curve; as a rule, active = well fitted curve in the direction sought with a large enough effect; inconclusive = small, poorly fitted or top-dose-only effect, or another doubt; inactive = no such curve, though single readings can be large; an effect the other way counts as inactive or inconclusive. Some of the compounds tested. The share of hits here may be higher or lower than overall.

SMILES | LDHA block | RGS4 inhibitor | POLH inh | 12-LOX inh | APEX1 inh | Apoferritin bind | Pol beta inh | ERG-DNA inh | Pol kappa inh
O=C(CC(Sc1ccccc1)c1cccs1)c1ccco1 (centres undefined) | -2 | -27% | 4% | -4% | -6% | ? | 14% | · | -27%
CC(C)CCSc1nnc2n(-c3ccccc3)c(=O)c3c4c(sc3n12)CC(C)CC4 (centres undefined) | -2 | -5% | -12% | -1% | · | -14% | 32% | 2% | 8%
CCC(=O)N1CCc2cc(Br)cc(S(=O)(=O)CCC(=O)NCCc3ccccc3Cl)c21 | -3 | 2% | ? | -18% | · | 2% | ? | -22% | -19%
CCOC(=O)/C(C#N)=C/c1c(N2CCN(CC)CC2)nc2c(C)cccn2c1=O | 1 | 0% | -10% | 0% | -10% | -3% | 31% | 5% | 13%
COc1cccc2c(=O)cc(C)n(CC(=O)Nc3ccc(Br)cc3)c12 | -5 | 10% | -19% | 88%[activator] | 2% | -6% | 19% | -1% | -7%
O=C(O)CCCCCN1C(=O)/C(=C/c2cn(-c3ccccc3)nc2-c2cccs2)SC1=S | -1 | ? | ? | ? | · | · | · | 19% | ?
COc1ccc(C(=O)Nc2ccc(C3CC3(Cl)Cl)cc2)cc1 (centres undefined) | -11 | 30% | -2% | -11% | -1% | 1% | 27% | -3% | -14%
Cc1cc(=O)n2nc(N3CCC(C(=O)NCCCOC(C)C)CC3)sc2n1 | -1 | -3% | -16% | 0% | · | -5% | 14% | 1% | -10%
CCCCCCCCCCCCCCSCC(=O)O | · | 39%[activator][56.9 µM] | -4%[57.1 µM] | -7% | -8%&-3% | · | ? | · | 2%[60.1 µM]
Cc1nc2c(ncn2-c2ccccc2)c(=O)n1NC(=O)CN1CCN(C)CC1 | -6 | 12% | -10% | -22% | -2% | -7% | 7% | -2% | -10%
COC(=O)c1ccccc1NC(=O)NCc1ccc2c(c1)CCN2C(=O)c1ccccc1 | -9 | 8% | 0% | -22% | · | 0% | -1% | -3% | -10%[60.1 µM]
Cn1nc(C(=O)NCc2ccccc2Cl)c2c1-c1ccccc1S(=O)(=O)C2 | -3&-9 | -2%&25% | -17%&-17% | -32%&-12% | -14% | 4%&52% | 6%&15% | 14%&1% | 7%&-7%
COc1cccc(NCc2nnc(SCC(=O)N(C)C3CCS(=O)(=O)C3)n2C2CCCCC2)c1 (centres undefined) | -1 | 15% | -17% | 2% | -1% | -14% | -17% | 5% | -19%
CC(=O)c1c(C)[nH]c(C(=O)NCCc2cccc(C)c2)c1C | -2 | -14%[11.4 µM] | -14% | 0%[57.4 µM] | -1% | -7% | 40%[activator] | 6% | 0%
COc1ccccc1CNC(=O)CN1C(=O)N(C)C2(CCCCC2)C1=O | 0 | -10% | -12% | 78%[activator] | 42% | · | · | 6% | 5%
COc1ccc(C2C3=C(CCCC3=O)N(CC(=O)O)C3=C2C(=O)CCC3)cc1Cl | 2 | -8% | -20% | 0% | -13% | 551%[activator] | -29% | 14% | -15%
CC(C)C[C@H](NC(=O)N1CCn2c1nc1ccccc12)C(=O)N[C@@H](Cc1ccccc1)C(=O)O | -4 | 12% | -10% | 28% | 24% | -12% | -11% | 8% | -3%
CCCCN1CC(=O)N2[C@@H]3c4cc(OC)ccc4OC[C@@H]3[C@H](C(=O)OCC)[C@]2(C)C1=O | 1 | ? | -14% | 10% | · | · | · | -8% | -2%
Cc1cccc(CCNC(=O)CCc2c(C)nc3c(-c4ccc(F)cc4)c(C)nn3c2C)c1 | 2 | -4% | -8% | -26% | · | -6% | 14% | 2% | -10%
O=C(c1cnccn1)N1CCN(S(=O)(=O)c2ccc3ccccc3c2)CC1 | -4 | -8% | -12% | -16% | -2% | -18% | 33% | 5% | 10%
CCN(CC)CCNc1cc(C)c(C#N)c2nc3ccccc3n12 | 2 | 1% | -4% | ? | 18% | 559%[activator] | -10% | 0% | -6%
Cc1cccc(-n2ncc(C(=O)Nc3ccc4c(c3)OCO4)c2C2CCN(C(=O)OC(C)(C)C)CC2)c1 | 20 | -8% | -17% | -19% | · | -22% | 5% | 2% | -8%
O=C(CSc1ccc2c(c1)OCCO2)NCc1ccccc1 | -1 | -47%[56.9 µM] | -13% | -2% | 3% | -9% | 6% | -7% | 12%
Cc1cccc(N(C)Cc2nnc(-c3cccc(Br)c3)o2)c1 | 2 | 16% | -18% | 2% | -8% | -16% | 25% | 0% | -14%
C#CCNC(=O)C1=C[C@H](C)C[C@H](OCc2ccc(CO)cc2)O1 | -8 | 1% | -3% | -6% | · | · | · | 19% | -3%
c1ccc(COc2ccc(CNn3cnnc3)cc2)cc1 | -3 | 1% | -7% | 9%[57.4 µM] | -9% | 0% | 5% | · | -4%
CCOC(=O)c1ccc(N2C(=O)c3n[nH]c(-c4cccs4)c3C2c2ccc(CC)cc2)cc1 (centres undefined) | -2 | -11% | -16% | ? | · | -15% | 17% | 5% | -2%
CCN(CC(=O)Nc1c(F)cccc1F)C(=O)CNC(=O)c1sc2ccccc2c1Cl | -2 | -13% | -10% | 5% | 15% | · | · | 4% | 4%
COc1cccc(/C=C/c2nc(C#N)c(N3CCC(C(N)=O)CC3)o2)c1 | -2 | 47% | -15% | -29% | · | · | 12% | 0% | -11%
Cc1csc2ncc(C(=O)Nc3ccc4c(c3)OCCO4)c(=O)n12 | -5 | 16% | -10% | 14% | 4% | -7% | -22% | 20% | -12%
C=CCn1c(SCc2ccc(C(=O)OC)cc2)nnc1-c1sc(N)nc1C | -7 | 13% | -14% | 8% | -5% | 8% | -2% | 8% | -1%
CCOCCCNC(=O)C1CC(=O)N(CCc2ccccc2)C1 (centres undefined) | -1 | 6% | -14% | 3% | 1% | 1% | -6% | -1% | 14%
O=C(Nc1c(C(=O)Nc2cccc(C(F)(F)F)c2)oc2ccccc12)c1cc(=O)c2ccccc2o1 | -7 | 12% | -19% | 3% | · | -1% | -1% | -3% | 1%
O=C(Nc1ccccc1F)c1cc(S(=O)(=O)N2CCCCC2)cs1 | 8 | 5% | -5% | -5% | 2% | -2% | -12% | 8% | -5%
COc1ccc(CCNC(=O)C2CCN(S(=O)(=O)c3ccc(OC)cc3)CC2)cc1 | -6 | -3% | -18% | -10% | 55%[activator] | -7% | 5% | -9% | -20%
CCN(CC)CCN1C(=O)c2ccccc2NC1c1cccc(F)c1 (centres undefined) | 7&-8 | -12% | -13% | -12%&-29% | -4% | 122%[activator] | -1% | -7% | 3%
CCN(CC)S(=O)(=O)c1ccc2c(c1)c(=O)c(C(=O)N1CCN(c3ccccc3)CC1)cn2C | 3 | 31% | -7% | 0% | 12% | -1% | 11% | -1% | -17%
COc1ccccc1NS(=O)(=O)c1cccc(NC(=S)NCCN2CCOCC2)c1 | -5 | -9% | -19% | ? | 3% | -13% | 32% | 9% | -3%
CC(C)N(C(=O)CSc1nnc(NC(=O)c2ccco2)s1)C(C)C | -6 | 6% | ? | 10% | -5% | -13% | -19% | -6% | -11%
O=C(NCc1ccc(Cl)cc1)C(=O)NCC1CCCN1S(=O)(=O)c1cccs1 (centres undefined) | -2 | 19% | -24% | 12% | 2% | · | · | 8% | -8%
C/C(=N\NC(=O)CCc1ccccc1)C1C(=O)c2ccccc2C1=O | -3 | -11% | -21% | 17% | 2% | -22% | 1% | 20% | 2%
CCc1nn(C(C)C(=O)NC2CCCCCC2)c(=O)c2cc3occc3n12 (centres undefined) | -2 | 5%[11.4 µM] | -17% | 5% | 12% | -12% | 9% | 3% | 5%
Cc1cc(C)cc(NC(=O)C(Sc2nnc(C)c(=O)[nH]2)c2ccccc2)c1 (centres undefined) | -3 | -3% | 4% | 0% | 16% | -7% | 27% | -11% | -14%
C=CCn1c(=O)c2ccc(C(=O)NCc3ccccc3)cc2n(Cc2ccccc2Cl)c1=O | -6 | 17% | -13% | 8% | 3% | -6% | 7% | -3% | -8%
Cc1ccccc1NC(=O)Cn1nnc(-c2ccc(CN3CCC(C)CC3)cc2)n1 | -5 | 1% | -1% | 1% | 4% | -2% | 5% | 2% | -3%
O=C(Nc1cccc(-n2cccn2)c1)C1CCCN(Cc2cccc(F)c2F)C1 (centres undefined) | 4 | -19% | ? | 492%&11%[activator] | 9% | -4% | 10% | 1% | -6%
CCc1ccc(S(=O)(=O)c2nnn3c2nc(NC2CCCCCC2)c2sccc23)cc1 | -1 | 9% | -5% | 0% | · | -1% | 28% | -2% | 7%
CN(C)C(=O)c1ccc(=O)n(Cc2ccc(Cl)cc2Cl)c1 | -12 | -6% | -4% | · | -7% | -10% | 24% | 2% | 2%
O=C(CCc1ccc(S(=O)(=O)NCc2ccccc2)cc1)NCc1ccco1 | -12 | -6% | -19% | -8% | -4% | -1% | -14% | -4% | -2%
FC(F)(F)c1cccc(NC(=S)N2CCCCCC2)c1 | 1 | -6% | -19% | -1% | 1% | ? | 13% | 6% | 1%
